Compound activity (PubChem)
TRPC4 potent: positive allosteric modulators of TRPC4, primary screen, cell-based, mouse TRPC4beta, HEK293 mu-opioid, Fluo-4 calcium; Short transient receptor potential channel 4 (Mus musculus), Q9QUQ5; actives 0.42% (n = 310,000); DAMGO EC20, Fluo-4 Ca2+ flux; active compounds read high; B-score at 10 µM;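 active = B-score of calcium response area above 5 SD of library B-scores, with initial fluorescence ratio within 5 SD of library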;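 also: B-score of integrated fluorescence ratio over time as area under calcium response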
MrgX1 allo act: positive allosteric modulators of MrgX1, primary screen, HEK293 cells, Fluo-4 calcium flux. B-score at 10 µM. Mas-related G-protein coupled receptor member X1 (Homo sapiens), Q96LB2. AID 588675, 2011. actives 0.63% (n = 310,000). FDSS; active compounds read high;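 active = plate-corrected calcium response at least 3 library SD above typical, normal starting fluorescence, not activating the receptor alone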;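 also: compound read alongside a low EC10 to EC30 dose of BAM8-22 agonist; peak minus trough fluorescence over baseline measured at the second addition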
TRPC6 activator: mouse TRPC6 channel activators, primary screen, cell-based, HEK293, membrane potential dye. Short transient receptor potential channel 6 (Mus musculus), Q61143. HEK293-TRPC6 membrane potential dye fluorescence; active compounds read high. B-score at 10 µM. actives 0.13% (n = 310,000). AID 2550, 2010;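 active = B-score of the integrated fluorescence ratio above library mean plus 3 SD, and starting fluorescence ratio within library mean plus 5 SD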;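 also: higher score means more depolarization so channel activation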
TRPC4 block: inhibitors of mouse TRPC4 channel, primary screen, Fluo4 calcium, HEK293 TRPC4beta/mu-opioid cells | Short transient receptor potential channel 4 (Mus musculus), Q9QUQ5 | B-score at 10 µM | DAMGO-evoked Fluo4 calcium flux; active compounds read low | actives 0.39% (n = 300,000);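 active = B-score over 3 SD under the library average, no early fluorescence shift, positive overall ratio signal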
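Material: HEK293 cells with stable TRPC4beta plus mu-opioid receptor expression / Probe or stimulus: DAMGO in two steps, submaximal then maximal / Compound: single concentration per test compound / Technique: kinetic Fluo4 fluorescence imaging of calcium influx / Read-out: per-well B score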
TRPC6 inh: mouse TRPC6 channel inhibitors, primary screen, cell-based, HEK293, membrane potential dye; actives 1.1% (n = 310,000); AID 2553, 2010; ACh-evoked depolarization; active compounds read low; B-score at 10 µM; Short transient receptor potential channel 6 (Mus musculus), Q61143;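 active = B-score under library mean minus 3 SD, initial fluorescence not abnormally high, positive integrated signal ratio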;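 also: B-score derived from integrated fluorescence ratio over the kinetic read; more negative B-score means stronger inhibition of depolarization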
ANO1 activ: TMEM16A chloride channel activators or potentiators, primary screen, cell-based, HTS. actives 0.3% (n = 340,000). Anoctamin-1 (Mus musculus), Q8BHY3. HEK293 TMEM16A/YFP-H148Q/I152L, iodide quench fluorescence; active compounds read low. B-score at 10 µM;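 active = fluorescence-ratio B-score plate-corrected deviation score at least 3 library SD below zero, with starting fluorescence score within 5 deviations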;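 also: channel opened by trigger with iodide after compound preincubation; score built on the fluorescence ratio of max minus min over baseline; more negative score means more quench and so TMEM16A activation or potentiation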
Target sequence (Q8BHY3 whole entry, looked up): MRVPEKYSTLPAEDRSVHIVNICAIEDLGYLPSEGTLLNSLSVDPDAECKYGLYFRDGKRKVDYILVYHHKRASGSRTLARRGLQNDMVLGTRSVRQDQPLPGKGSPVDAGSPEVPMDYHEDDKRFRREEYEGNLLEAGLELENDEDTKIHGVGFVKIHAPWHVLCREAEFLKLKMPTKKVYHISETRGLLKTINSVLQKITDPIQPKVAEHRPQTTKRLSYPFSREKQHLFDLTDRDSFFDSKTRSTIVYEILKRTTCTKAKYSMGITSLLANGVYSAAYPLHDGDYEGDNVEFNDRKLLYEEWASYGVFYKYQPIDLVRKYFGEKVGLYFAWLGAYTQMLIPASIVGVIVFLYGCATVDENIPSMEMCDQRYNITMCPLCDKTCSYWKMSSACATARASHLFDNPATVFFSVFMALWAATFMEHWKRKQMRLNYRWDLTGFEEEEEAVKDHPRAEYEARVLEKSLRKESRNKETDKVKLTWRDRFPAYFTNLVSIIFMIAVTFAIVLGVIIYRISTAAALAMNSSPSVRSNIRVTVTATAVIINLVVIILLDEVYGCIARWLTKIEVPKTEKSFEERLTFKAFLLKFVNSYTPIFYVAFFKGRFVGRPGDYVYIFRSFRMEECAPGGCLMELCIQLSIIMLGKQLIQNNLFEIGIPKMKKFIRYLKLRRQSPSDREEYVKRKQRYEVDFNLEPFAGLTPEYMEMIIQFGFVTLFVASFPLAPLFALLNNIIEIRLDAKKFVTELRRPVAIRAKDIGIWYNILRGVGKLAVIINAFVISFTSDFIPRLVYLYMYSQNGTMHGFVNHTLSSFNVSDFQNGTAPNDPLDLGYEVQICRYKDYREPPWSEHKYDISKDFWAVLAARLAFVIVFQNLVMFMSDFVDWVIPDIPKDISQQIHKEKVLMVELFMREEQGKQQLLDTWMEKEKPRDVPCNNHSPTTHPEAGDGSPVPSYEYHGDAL
TRPC4 act: activators of mouse TRPC4 channel, primary screen, Fluo4 calcium, HEK293 TRPC4beta/mu-opioid cells | Short transient receptor potential channel 4 (Mus musculus), Q9QUQ5 | Fluo4 calcium fluorescence; active compounds read high | B-score at 10 µM | actives 0.49% (n = 310,000) | AID 2237, 2010;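 active = B-score above 5 SD of library B-scores, and initial fluorescence ratio not above library mean plus 5 SD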;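 also: positive B-score marks a calcium rise read as TRPC4 activation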
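System – HEK293 cells stably co-expressing mouse TRPC4beta and mu-opioid receptor · Signal – Fluo4 calcium-sensitive dye fluorescence, kinetic, 1 Hz baseline · Benchmarks – buffer (low) and maximal DAMGO (high) · Read-out – B score of integrated fluorescence ratio per well · Incubation – dye loading 45 min room temperature, 110 s kinetic read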
MrgX1 agonist: agonists of human MrgX1 receptor, primary screen, HEK293 cells, Fluo-4 calcium flux; Fluo-4 calcium fluorescence, agonist mode; active compounds read high; B-score at 10 µM; actives 0.44% (n = 310,000); AID 588627, 2011;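 active = calcium response B-score plate-corrected fluorescence ratio at least 3 library SD, with starting fluorescence B-score inside 5 SD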
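System – MrgX1-expressing HEK293 cells · Incubation – cells plated overnight, dye loaded 0.5 h 37 °C, 0.5 h room temperature · Technique – kinetic Fluo-4 NW fluorescence of intracellular calcium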
MrgX1 antag: antagonists of human MrgX1 receptor, primary screen, HEK293 cells, Fluo-4 calcium flux; BAM8-22 antagonism; active compounds read low; B-score at 10 µM; actives 1.3% (n = 310,000); AID 588676, 2011;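 active = calcium-response B-score plate-corrected more than 3 library SD below zero, starting fluorescence within 5 deviations, no agonist response on first addition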;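 also: peak minus trough fluorescence over baseline after final BAM8-22 challenge near maximal dose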
SKKanGAS inh: S. pyogenes SKKanGAS growth inhibitors in kanamycin, primary screen, streptokinase expression inhibitor project, SKKanGAS strain, BacTiter-Glo luminescence; 6 h; inhibition, % at 7.5 µM; actives 1.3% (n = 300,000);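 active = mean replicate score, as percent of positive control median, at least 50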;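 also: strain carries kanamycin resistance gene driven by streptokinase promoter and grows in 40 µg/ml kanamycin; loss of luminescence reflects streptokinase promoter inhibition or plain growth inhibition; 0% = median of DMSO wells and 100% = positive control at its reference dose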
TMEM16A inh: TMEM16A chloride channel inhibitors, primary screen, cell-based, HTS; actives 1.2% (n = 310,000); normalized B-score (activity score, 25-100; higher = stronger inhibition) at 10 µM; HEK293 TMEM16A/YFP iodide influx fluorescence, ionomycin; Anoctamin-1 (Mus musculus), Q8BHY3;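 active = ratio plate-corrected score three or more library SD toward inhibition, starting fluorescence score within five deviations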;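 also: score derived from kinetic fluorescence span divided by baseline fluorescence per well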
* marks the source's active call; other numbers are inactive results; i = inactive; . = not tested or not shown.

SMILES | TRPC4 potent | MrgX1 allo act | TRPC6 activator | TRPC4 block | TRPC6 inh | ANO1 activ | TRPC4 act | MrgX1 agonist | MrgX1 antag | SKKanGAS inh | TMEM16A inh
CCN1CCc2c(sc(N)c2C(N)=O)C1 | i | i | i | i | i | i | i | i | i | -0.7 | i
CCCN(CC(=O)Nc1ccccc1C)C(=O)C1CCN(C(=O)Nc2ccccc2)CC1 | i | i | i | i | i | i | i | i | i | -1.4 | i
CC1Sc2ccc(S(=O)(=O)N3CCC(C(N)=O)CC3)cc2NC1=O (configuration not stated) | i | i | i | i | i | i | i | i | i | 0.7 | i
COc1cc2c(cc1OC)C1C(C(=O)Nc3ccccc3N3CCN(C)CC3)c3ccccc3C(=O)N1CC2 (configuration not stated) | i | i | i | i | i | i | i | i | i | -4.0 | i
COc1cc2cc(C(=O)N3CCN(Cc4ccc5c(c4)OCO5)CC3)c(=O)oc2cc1OC | i | i | i | i | i | i | i | i | i | 5.3 | i
CC(OC(=O)CCN=C1NS(=O)(=O)c2ccccc21)C(=O)NC1CCCCC1C (configuration not stated) | i | i | i | i | i | i | i | i | i | -3.0 | i
N#Cc1c(SCC(=O)Nc2cccc(F)c2)sc2c(O)cc(=O)[nH]c12 | i | i | i | i | i | i | i | i | i | 33.6 | i
COc1ccc(-c2c(C(F)(F)F)nn(C)c2NC(=O)c2cccnc2)cc1 | i | i | i | i | i | i | i | i | i | -1.5 | i
Cc1nc(NC(C)c2ccccc2)sc1C(=O)Nc1ccccc1 (configuration not stated) | i | i | i | i | i | i | i | i | i | -1.6 | i
C/C(=N\NC(=O)c1ccc(Cl)cc1)c1cccc(NC(=O)C(C)C)c1 | i | i | i | i | i | i | i | i | i | 33.4 | i
O=C1N(CN2CCC3(CC2)OCCO3)c2ccccc2C12OCCCO2 | i | i | i | i | i | i | i | i | i | -3.8 | i
O=C(CCNc1n[nH]c(=O)[nH]c1=O)N/N=C/c1ccccc1Br | i | i | i | i | i | i | i | i | i | . | i
CCOC(=O)c1c(-c2ccc(F)cc2)csc1NC(=O)C1CCCO1 (configuration not stated) | i | 10.7* | i | i | i | i | i | i | i | -8.9 | i
COC(=O)[C@@]1(Cc2ccc(F)cc2)[C@H]2c3cc(C(=O)N(C)C)n(CCc4ccccn4)c3C[C@H]2CN1C(=O)c1ccccc1 | i | i | i | i | i | . | 143* | i | i | -1.9 | i
CCOC(=O)c1c(N)c(C#N)nn1-c1ccccc1C(=O)OC | i | . | i | i | i | . | i | . | . | -4.2 | .
CCc1ccc(NC(=O)CSc2nc3ccccc3c(=O)n2CCN2CCOCC2)cc1 | i | i | i | i | i | i | i | i | i | 0.5 | i
CCN(CC)S(=O)(=O)c1ccc(NC(=O)c2ccc(NS(C)(=O)=O)cc2)cc1 | i | i | i | i | i | i | i | i | i | -10.7 | i
CCn1c(SCC(=O)c2ccccc2)nnc1-c1ccoc1C | i | i | i | i | i | i | i | i | i | -3.0 | i
COC(=O)c1sccc1NC(=O)c1cccc(F)c1 | i | i | i | i | i | i | i | i | i | 0.5 | i
O=[N+]([O-])c1ccc(N/N=C\c2cccnc2)nc1 | i | i | i | i | i | i | i | i | i | -14.8 | i
Cc1ccc(NC(=S)NNC(=O)c2ccccc2O)c(C)c1 | i | i | i | i | i | i | i | i | i | -2.7 | 100*
C#CCOCCOCCOCCNc1nc(N2CCOCC2)nc(N2CCN(C(=O)[C@H](Cc3cc4ccccc4[nH]3)n3cc([C@@H](N)CC(C)C)nn3)CC2)n1 | i | i | i | i | i | i | i | i | i | 4.5 | i
Cc1ccc(SCCN2CCN(CC(C)C)CCC2=O)cc1 | i | . | i | i | i | i | i | . | . | -2.7 | .
Cc1ccc(NC(=O)COC(=O)Cn2cnc3c2c(=O)n(C)c(=O)n3C)cc1Cl | i | i | i | i | i | i | i | i | i | -4.5 | i
COc1ccccc1/C=N/NC(=S)NCc1ccco1 | i | i | i | i | i | i | i | i | i | 2.1 | i
CCN(CC)CCNC(=O)c1ccc(NC(=O)c2c(C)nn(-c3ccc(F)cc3)c2Cl)cc1 | i | i | i | i | i | i | i | i | i | 2.3 | i
CCC(c1nnc(SCC(=O)N2CC3(C)CC2CC(C)(C)C3)o1)N(C)C (configuration not stated) | i | i | i | i | i | i | i | i | i | -8.1 | i
COc1ccc(/C=C/C(=O)c2ccc([N+](=O)[O-])o2)cc1OC | i | i | i | i | i | . | i | i | i | 66.9* | i
COc1ccc(C2(NC(C)=O)CCN(Cc3cccnc3)CC2)cc1 | i | i | i | i | i | i | i | i | i | 9.2 | i
Cc1[nH]c2ccccc2c1N=Nc1cccc(C(=O)O)c1 | i | i | i | i | i | i | i | i | i | 0.5 | i
O=C(NCCc1cn2ccccc2n1)C1CCCCC1 | i | i | i | i | i | i | i | i | i | -0.5 | i
Cc1ccc(-c2[nH]c3ccccc3c2SCCN)cc1 | i | i | i | -7* | -6.7* | i | i | i | i | 0.0 | i
O=C(COc1ncnc2sccc12)N1CCN(S(=O)(=O)c2ccc(Cl)cc2)CC1 | i | i | i | i | i | i | i | i | i | 0.3 | i
Cc1c(/C(O)=C2\C(=O)C(=O)N(CCN(C)C)C2c2ccco2)cnn1-c1ccccc1 (configuration not stated) | i | i | i | i | i | i | i | i | i | -1.1 | i
COc1ccccc1OCCCOc1c(Cl)cc(C)cc1Cl | i | i | i | i | i | i | i | i | i | -4.5 | i
CCCS(=O)(=O)N1CCC(Cc2ccc(OC)cc2)(C(=O)OCC)CC1 | i | i | i | i | i | i | i | i | i | -7.6 | i
CC(C(=O)N1CCC(C(N)=O)CC1)N(c1ccc(Oc2ccccc2)cc1)S(C)(=O)=O (configuration not stated) | i | i | i | i | i | i | i | i | i | 0.5 | i
NC(=S)N/N=C/c1ccc2c(c1)OCCO2 | i | i | i | i | i | i | i | i | i | -12.2 | i
Cn1c2ccccc2c2cc(C(=O)N3CCN(CCO)CC3)sc21 | i | i | i | i | i | i | i | i | i | 0.2 | i
CCCNC(=O)C1CC(c2cccc(F)c2)=NO1 (configuration not stated) | i | i | i | i | i | i | i | i | i | -1.8 | i
O=C(CN1C(=O)c2cccc3cccc1c23)N1CCN(c2ccc(F)cc2)CC1 | i | i | i | i | i | i | i | i | i | 2.3 | i
CCS(=O)(=O)NCCc1csc(C)n1 | i | i | i | . | i | i | i | i | i | -0.5 | i
O=C(Nc1c(C(=O)O)[nH]c2ccc(F)cc12)c1cccc(C(F)(F)F)c1 | i | i | i | i | i | i | i | i | i | -14.3 | i
Cc1ccc(S(=O)(=O)N(CC(=O)NCCSCc2ccco2)c2ccc(F)cc2)cc1 | i | i | i | i | i | . | i | i | i | 3.0 | i
Cc1cccc(OCc2nnc(SCC(=O)N3CC(=O)Nc4ccccc43)o2)c1 | i | i | i | i | i | i | i | i | i | -28.0 | i
O=C(NNC(=O)c1cccs1)c1ccccc1 | i | i | i | i | i | i | i | i | i | -36.1 | i
Cc1cccc(C)c1-n1c(C)cc(/C=N/NC(=O)CSc2ncccn2)c1C | i | i | i | i | i | i | i | i | i | 4.9 | i
CC(=O)Nc1ccc(NC(=O)CSc2nnnn2-c2ccc3c(c2)OCCO3)cc1 | i | i | i | i | i | i | i | i | i | 6.8 | i
Cn1cc(CN2CCN(Cc3ccccc3)CC2)c(-c2cccc(Cl)c2)n1 | i | i | i | i | i | i | i | i | i | -2.7 | i
Cc1nnc(SCCC(=O)Nc2ccc(F)cc2)s1 | i | i | i | i | i | i | i | i | i | -4.9 | i
O=C(O)CC(C(=O)N(c1ccccc1)c1ccccc1)N1CCOCC1 (configuration not stated) | i | i | i | i | i | i | i | i | i | -3.9 | i
Cc1ccc(CN2CCSc3ccc(C(=O)NCCCN4CCN(C)CC4)cc32)cc1 | i | i | i | i | i | i | i | i | i | -6.0 | i
Cc1nc(-c2ccc(S(=O)(=O)Nc3cccc(Cl)c3)cc2)co1 | i | i | i | i | i | i | i | i | i | -9.2 | i
Oc1c(C(c2cccs2)N2CCN(c3ccccc3)CC2)sc2ncnn12 (configuration not stated) | i | i | i | i | i | i | i | i | i | -6.6 | i
COc1ccc(C2=NN(c3nc(-c4ccc(CNC(C)=O)cc4)cs3)C(c3ccco3)C2)cc1 (configuration not stated) | i | i | i | i | i | i | i | i | i | 18.8 | i
Cc1cccc(CS(=O)(=O)Cc2ccc(C(=O)NCCc3ccccc3)o2)c1 | i | i | i | i | i | i | i | i | i | -0.5 | i
O=C(CO/N=C/c1ccccc1)Nc1c(F)c(F)c(F)c(F)c1F | i | i | i | i | i | i | i | i | i | -5.1 | i
CC(C)(C)n1nnnc1C(c1cccnc1)N1CCN(c2ccccc2F)CC1 (configuration not stated) | i | i | i | i | i | i | i | i | i | -0.7 | i
C=CCN(c1ccc(Cl)cc1)S(=O)(=O)c1cccc(C(=O)O)c1 | i | i | i | i | i | i | i | i | i | -0.7 | i
O=C(O)CC1(CC(=O)Nc2cc(F)ccc2Cl)CCCCC1 | i | i | i | i | i | i | i | i | i | 3.4 | i
Cc1cccc2nc(CSc3nc4ccc([N+](=O)[O-])cc4[nH]3)cn12 | i | i | i | i | i | i | i | i | i | 0.9 | i
